RAD52 anneal inh: RAD52 DNA annealing inhibitors, primary screen, biochemical, FRET, single point, set 2; AID 651710, 2012; inhibition, % at 18.7 µM; DNA repair protein RAD52 homolog (Homo sapiens), P43351; recombinant RAD52 DNA annealing, FRET fluorescence; actives 0.46% (n = 360,000);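 active = every replicate showing at least 50% inhibition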
ERAP1 inh: human ERAP1 aminopeptidase inhibitors, primary screen, biochemical, single point, plate reader | recombinant ERAP1, Leu-AMC fluorescence, 60 min | AID 652197, 2013 | inhibition, % at 10.7 µM | Endoplasmic reticulum aminopeptidase 1 (Homo sapiens), Q9NZ08 | actives 0.15% (n = 340,000);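 active = mean replicate inhibition of at least 30%, or all replicates individually reaching that 30% level; inactive = mean below 30% and not every replicate reaching it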;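 also: 0% = neutral control wells and 100% = L-leucinethiol positive control wells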
Target sequence (Q9NZ08 whole entry, looked up): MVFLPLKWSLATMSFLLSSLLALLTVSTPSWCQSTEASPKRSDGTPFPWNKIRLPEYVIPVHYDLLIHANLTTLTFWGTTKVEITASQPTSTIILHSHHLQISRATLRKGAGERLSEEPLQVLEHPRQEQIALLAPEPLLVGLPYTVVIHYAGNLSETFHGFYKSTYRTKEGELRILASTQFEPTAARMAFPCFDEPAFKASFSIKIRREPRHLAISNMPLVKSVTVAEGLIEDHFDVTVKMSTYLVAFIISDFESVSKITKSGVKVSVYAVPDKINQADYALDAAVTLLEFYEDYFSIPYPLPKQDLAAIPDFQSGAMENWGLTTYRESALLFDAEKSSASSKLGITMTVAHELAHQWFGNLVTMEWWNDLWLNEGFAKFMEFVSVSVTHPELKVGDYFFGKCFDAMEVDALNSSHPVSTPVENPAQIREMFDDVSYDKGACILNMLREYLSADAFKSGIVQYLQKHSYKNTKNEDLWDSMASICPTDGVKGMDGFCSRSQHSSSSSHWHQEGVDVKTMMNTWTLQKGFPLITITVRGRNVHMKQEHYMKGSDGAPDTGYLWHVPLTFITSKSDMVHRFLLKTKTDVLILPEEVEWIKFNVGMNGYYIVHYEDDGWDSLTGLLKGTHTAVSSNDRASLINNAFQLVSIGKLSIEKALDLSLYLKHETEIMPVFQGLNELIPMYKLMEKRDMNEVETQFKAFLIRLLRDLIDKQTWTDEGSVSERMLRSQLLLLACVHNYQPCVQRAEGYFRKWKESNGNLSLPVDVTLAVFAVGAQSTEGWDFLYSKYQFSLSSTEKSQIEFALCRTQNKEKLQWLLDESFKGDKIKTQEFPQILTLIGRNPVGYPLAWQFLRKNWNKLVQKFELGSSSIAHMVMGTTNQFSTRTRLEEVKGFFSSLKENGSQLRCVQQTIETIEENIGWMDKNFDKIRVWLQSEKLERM
PglD inh: C. jejuni PglD acetyltransferase inhibitors, primary screen, biochemical, DTNB colorimetric, single point. purified PglD enzyme, DTNB colorimetric CoA detection. actives 0.098% (n = 360,000). AID 602405, 2012. inhibition, % at 12.5 µM. UDP-N-acetylbacillosamine N-acetyltransferase PglD (Campylobacter jejuni); in the data active = inhibition above about 16%, passing the limit was not always enough; also: strong numbers were not always called active
PGC1a acetyl inh: inhibitors of PGC1a acetylation signal, primary screen, cell-based, U2OS, AlphaScreen, inhibitor mode. AlphaScreen anti-acetyl-lysine; with virally co-expressed GCN5 acetyltransferase. inhibition, % at 15.6 µM. actives 0.17% (n = 350,000). AID 651687, 2012;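 active = every replicate shows inhibition of at least 40%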;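 also: 0% = neutral control wells and 100% = positive control wells; some results beyond the cut were filed as inactive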
RAD54 branch: inhibitors of human RAD54 branch migration, primary screen, biochemical, fluorescence, single point. DNA repair and recombination protein RAD54-like (Homo sapiens), Q92698. RAD54 Holliday junction branch migration, FAM/BHQ fluorescence. inhibition, % at 10.4 µM. actives 0.14% (n = 360,000);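 active = mean normalized replicate activity at least 40 and at least half of replicates scoring 40 or more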;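 also: 0% = median of neutral control wells and 100% = median of positive control wells; inhibitors cause a drop in the FAM fluorescence signal; in these data hits start at about 50%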
E-sel inducer: E-selectin induction in HUVECs, primary screen, imaging, HUVEC, immunofluorescence imaging, single point | activation, % at 7.58 µM | normalized: neutral wells 0, TNF-alpha wells 100 | actives 0.37% (n = 260,000);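 active = mean E-selectin-positive cell signal at least 10% of the positive control, reached in at least 60% of replicates, without over 20% cell loss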;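 also: in these data hits start at about 27%; measured in HUVEC primary endothelial cells; signal is the percent of cells scored E-selectin positive by PE staining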
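System: HUVEC / Compound: single concentration / Signal: immunofluorescence imaging / Read-out: percent E-selectin-positive cells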
miR122 inh: miR-122 Renilla sensor signal increase in Huh7, primary screen, miR-122 inhibitor project, cell-based, single point, plate reader | Huh7 miR-122 Renilla luciferase sensor, 48 h; neutral wells = 0, positive control = 100 | activation (reporter increase), % at 12.5 µM | actives 0.3% (n = 340,000);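 active = mean replicate activation score at least 90 and every replicate individually at or above 90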;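 also: higher luciferase means less miR-122 activity so hits act as miR-122 inhibitors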
Cneo AK release: Cryptococcus neoformans cell lysis inducers, primary screen, AK release luminescence, single concentration. C. neoformans lysis, adenylate kinase release luminescence, 4 h; normalised: neutral wells 0, clomiphene wells 100. lysis activity, % at 15 µM. actives 0.2% (n = 360,000). AID 651654, 2012;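 active = mean lysis activity across replicates of at least 80%, whatever share of replicates individually reach that level; inactive = mean lysis activity below 80%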
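Signal: Adenylate kinase release luminescence | Assay system: Log-phase Cryptococcus neoformans yeast cells | Input: Cells at 5 × 10^6 per mL | Buffer or medium: Fresh YPD growth medium | Compound: Single dose | Schedule: Static 4 h at 37 °C with compound, 1 h detection | Controls: Clomiphene | Read-out: Luminescence rise reflecting yeast cell lysis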
* marks the source's active call; other numbers are inactive results; / = not tested or not shown; & = joins results of further samples; [ ] = remark or other dose.

SMILES	RAD52 anneal inh	ERAP1 inh	PglD inh	PGC1a acetyl inh	RAD54 branch	E-sel inducer	miR122 inh	Cneo AK release
CCN(CC)CCN(C(=O)C1=COCCO1)c1nc2c(OC)ccc(OC)c2s1	88*	-3	/	/	77*	0.9	/	3
O=C(Cc1cccc(NC(=O)C2CCCN(C(=O)C3CCCC3)C2)c1)Nc1cccc(C(=O)N2CCCCC2)c1 (stereo not given)	4	6	-1	2	3	0.0	-4	1
CC1CCC(NC(=O)c2cc(C3CC3)nn2-c2ccccc2)CC1 (stereo not given)	12	2	3	4	-7	/	11	-4
O=C(Cc1ccccc1Cl)Nc1ccc(S(=O)(=O)N2CCOCC2)cc1	-10	2	9	/	-12	/	/	0
O=C(CN1C(=O)C2CC=CCC2C1=O)Nc1ccc(S(=O)(=O)NC2=NCCCCC2)cc1 (stereo not given)	/	/	-4	4	-14	/	2	4
CC(=O)Oc1ccc2c(C)c(CC(C)O)c(=O)oc2c1 (stereo not given)	/	/	2	15	-1	/	-9	2
CNC(=O)C[C@H]1CC[C@H]2[C@H](COc3ccc(NC(=O)Nc4cccc(Cl)c4)cc3C(=O)N2C)O1	0	-1	2	-2	0	0.1	-3[16.7 µM]	2
CCC(C)(C)NC(=O)C(c1ccc(OC)cc1)N(C(=O)CCC(=O)Nc1cc(C)on1)c1ccccc1OC (stereo not given)	-1	1	/	-2	/	/	-2	/
CCOc1ccc(N(CC(=O)NC2CCCCCC2)S(=O)(=O)c2c(C)[nH]c(=O)[nH]c2=O)cc1	-8	-1	3	0	-5	11	-2	3
COc1cc(CN2CCNC(=O)C2CC(=O)NC2CCCC2)cc(OC)c1 (stereo not given)	-27	1	1	2	-3	/	0	0
CNC[C@@H]1Oc2ccc(NS(=O)(=O)c3cn(C)cn3)cc2C(=O)N([C@H](C)CO)C[C@@H]1C	1	/	1	3	-9	1.5	4[16.7 µM]	-8
O=C(Nc1ccc(F)cc1)N(Cc1ccco1)Cc1cc2cc3c(cc2[nH]c1=O)OCO3	/	/	-2	-44	-3	/	-3	-1
Cc1cccc(NC(=O)CSCc2c(C)noc2C)c1C	/	/	-4	0	-4	/	-3	-2
CN(c1ccc(C(=O)O)cc1)S(=O)(=O)c1ccccc1	/	/	-3	12	-3	/	1	2
CCn1nc(C)c(Br)c1Nc1ccc(Br)cc1	-9	-1	2	8	3	/	-1	-1
COC(=O)c1cnc(N2CCCN(S(=O)(=O)c3ccccc3)CC2)nc1C(F)(F)F	0	2	/	-16	/	-3.0	/	/
C[C@@H]1CN([C@H](C)CO)C(=O)CCCn2cc(nn2)CO[C@@H]1CN(C)Cc1ccc2c(c1)OCO2	-9	-1	1	-2	5	0.9	-2[16.7 µM]	-11
COc1ccc(C(=O)NC2=NCCS2)cc1S(=O)(=O)N1CCOCC1	-13	-4	1	8	3	/	0	-2
C[C@@H]1CN([C@@H](C)CO)C(=O)c2cc(NS(=O)(=O)c3cccs3)ccc2O[C@@H](C)CCCCO[C@@H]1CN(C)S(=O)(=O)c1cn(C)cn1	3	0	-3	7	2	-0.1	0[16.7 µM]	0
CCOC(=O)C1CCN(S(=O)(=O)c2cccc(-c3cn4ccccc4n3)c2)CC1	/	/	6	6	-7	/	-2	-2
O=c1[nH]nc(CNc2ccc(O)cc2)c2ccccc12	/	/	-6	14	-2	/	-6	-2
COc1ccc(C(C)=O)cc1COc1cccc2cccnc12	-9	/	5	-27	2	0.0	11	2
COc1ccc(-n2cnc3cc([N+](=O)[O-])ccc32)cc1	-6	-3	/	8	/	5.8	/	/
COc1ccc2c3c(n(C)c2c1)[C@H](CO)N(C(=O)Nc1ccc(F)cc1)CC31CCN(C(=O)Nc2c(C)noc2C)CC1	3	-2	/	-1	/	0.1	/	/
CCCNC(=O)[C@H]1[C@H](CO)[C@H]2Cn3c(cccc3=O)[C@@H]1N2Cc1cc(F)ccc1F	3	0	-1	/	5	-0.1	-4[16.7 µM]	60
C=CCNC(=O)C12CC3CC(C1)CC(C(=O)NCC=C)(C3)C2	/	/	-2	4	6	/	0	-1
CCc1ccc(C2CC(c3cccc(OC)c3)n3nc(N)nc3N2)cc1 (stereo not given)	-16	/	2	19	2	-0.2	-4	1
CCS(=O)(=O)N1CC(=O)N2[C@@H](CO)[C@H](c3ccc(C#CC4CCCCC4)cc3)[C@@H]2C1	-12	1	/	-6	/	-0.1	/	/
S=c1[nH]nc(CN2CCCCC2)n1-c1ccc(Cl)cc1	-16	-1	/	-1	/	0.7	/	/
O=C(COc1ccc2ccc(=O)oc2c1)NC1CCS(=O)(=O)C1 (stereo not given)	-17	1	2	8	-2	-0.6	-1	-3
COc1ccc(NC(=O)N(C)C[C@H]2Oc3ccc(NS(=O)(=O)c4ccccc4)cc3CC(=O)N([C@@H](C)CO)C[C@@H]2C)cc1	6	-2	/	6	/	-0.1	6[16.7 µM]	/
O=C(C1CCCCC1)N1[C@@H](CO)[C@@H](c2ccccc2)C12CN(Cc1cccc(Cl)c1)C2	-294	-1	/	-19	/	-0.1	/	/
CC(C)Nc1ncnc2c1cnn2-c1ccc(Cl)cc1	6	3	-1	0	0	-1.5	-4	-7
COc1ccc(OC)c(CN2CCN(c3ccccc3OC)CC2)c1	/	/	14	0	4	/	-15	1
CN(C)CC(=O)N[C@@H]1C=C[C@@H](CC(=O)NCc2ccccc2F)O[C@H]1CO	-16	0	2	2	4	0.8	/	-4
CCOC(=O)c1cc2occc2n1CC(=O)NCCOC	/	/	1	8	-2	/	-1	-2
C/C=C/c1ccc([C@@H]2[C@@H](C#N)N(c3ncc(CC)s3)[C@@H]2CO)cc1	-28	1	1	-10	7	1.5	/	0
C[C@H](NC(=O)N(C)C[C@@H]1OCc2ccccc2-c2ccccc2C(=O)N([C@H](C)CO)C[C@H]1C)c1ccccc1	9	-1	0	5	3	-2.0	/	-2
CC(C)NC(=O)N[C@@H]1CC[C@H](CC(=O)NC2Cc3ccccc3C2)O[C@H]1CO	-9	-2	2	-9	0	-0.3	7[16.7 µM]	0
CCN(CC)C(=O)COc1c(-c2ccco2)oc2ccccc2c1=O	-8	-1	2	/	-2	/	/	2
CCOc1cc(CNCCc2ccc(S(N)(=O)=O)cc2)cc(Cl)c1OCc1ccccc1	-2	-1	-3	0	-9	/	-11	33
COc1ccc(S(=O)(=O)N(CC(=O)N2CCOCC2)c2ccc(F)cc2)cc1OC	-1	-5	4	8	0	/	-5	-2
Cc1ccc(S(=O)(=O)NC(=O)C2(C)CCN2C(=O)Cc2ccc(Cl)cc2Cl)nc1 (stereo not given)	-11	3	3	8	-5	-0.4	-7	-1
N#Cc1ccc(COC(=O)C2CC(=O)N(CCc3ccccc3)C2)cc1 (stereo not given)	-10	13	-1	/	-2	0.0	-7	-1
Cc1ccc(S(=O)(=O)N2CCCc3cc(NC(=O)c4c(F)cccc4F)ccc32)cc1	-18	0	-2	-17	11	/	9	3
CCCN1C[C@H](C)[C@H](OC)CN(C)C(=O)c2cc(NC(=O)NC3CCCCC3)ccc2OC[C@@H]1C	13	0	3	/	12	-0.2	7[16.7 µM]	-4
C=CCn1c(Cc2c(C)[nH]c3ccccc23)nnc1SCC(=O)NCc1ccc(F)cc1	/	/	2	-10	-3	/	8	0
Cc1ccccc1-c1cnc(C(O)c2ccc(C(C)(C)C)cc2)[nH]1 (stereo not given)	-13	-6	2	10	6	0.2	-5	1

Reprinted at random: three compounds from above.
SMILES	RAD52 anneal inh	ERAP1 inh	PglD inh	PGC1a acetyl inh	RAD54 branch	E-sel inducer	miR122 inh	Cneo AK release
CC(C)NC(=O)N[C@@H]1CC[C@H](CC(=O)NC2Cc3ccccc3C2)O[C@H]1CO	-9	-2	2	-9	0	-0.3	7[16.7 µM]	0
CCCN1C[C@H](C)[C@H](OC)CN(C)C(=O)c2cc(NC(=O)NC3CCCCC3)ccc2OC[C@@H]1C	13	0	3	/	12	-0.2	7[16.7 µM]	-4
C/C=C/c1ccc([C@@H]2[C@@H](C#N)N(c3ncc(CC)s3)[C@@H]2CO)cc1	-28	1	1	-10	7	1.5	/	0

(further entries)
SMILES	RAD52 anneal inh	ERAP1 inh	PglD inh	PGC1a acetyl inh	RAD54 branch	E-sel inducer	miR122 inh	Cneo AK release
CC(=O)N1CC(C)Sc2ccc(S(=O)(=O)NCc3ccc(Cl)cc3)cc21 (stereo not given)	-29	4	5	0	-7	/	16	2
Cc1ccc(S(=O)(=O)Nc2ccc3c(c2)C(=O)N([C@H](C)CO)C[C@@H](C)[C@@H](CN(C)C(=O)Nc2c(C)noc2C)OCCCC[C@@H](C)O3)cc1	-4	3	1	-3	-5	/	1[16.7 µM]	2
O=C(NCC[C@H]1CC[C@@H](NC(=O)C2CC2)[C@H](CO)O1)Nc1ccc(C(F)(F)F)cc1	24	-4	1	-2	10	-0.7	/	0
COC(=O)c1cc(NC(=O)c2ccco2)ccc1N1CCOCC1	-5	/	12	11	9	/	-11	0
CCCCN1Cc2cc(C(=O)c3cc(OC)ccc3O)cnc2NC1=O	-11	3	-4	2	2	/	-8	-2
Cc1ccc(S(=O)(=O)Nc2ccc3c(c2)C(=O)N([C@@H](C)CO)C[C@@H](C)[C@@H](CN(C)C(=O)Nc2c(C)noc2C)O3)cc1	-1	2	0	8	-1	-0.2	0[16.7 µM]	-4
COc1ccc(CCC(=O)OCC(=O)c2ccc(C)cc2)cc1	/	/	1	-5	-2	/	-1	-1
COc1ccc(C2C(C(=O)Nc3ccccc3OC)=C(C)Nc3ncnn32)cc1 (stereo not given)	-9	1	-5	11	-11	/	3	1
Cc1cccc(NC(=O)COC(=O)CCCC2=NS(=O)(=O)c3ccccc3N2)c1	-2	2	-3	-13	3	/	0	-1
C[C@@H](NC(=O)C[C@H]1C=C[C@H](NC(=O)Nc2ccc3c(c2)OCO3)[C@@H](CO)O1)c1ccccc1	0	-2	-2	-11	-5	-0.4	0[16.7 µM]	14
O=c1[nH]n(-c2ccccc2)c(=O)c2ccccc12	-28	1	2	4	-2	0.4	1	9
Cc1cc(C)n(Cc2cnc(N3CCOCC3)s2)n1	-14	-5	4	7	4	2.6	0	1
Cc1nc(C)c(C(=O)C2=C(O)C(=O)N(CCN(C)C)C2c2ccco2)s1 (stereo not given)	-9	3	/	-14	/	3.2	/	/
COc1ccc2cc(C3(C)NC(=O)N(CC(=O)NCCC4=CCCCC4)C3=O)ccc2c1 (stereo not given)	-4	0	3	/	4	/	1	2
O=Cc1ccc(OCCCOc2cccc3cccnc23)cc1	-12	-2	1	3	-10	/	-3	3
Cc1noc(C)c1NC(=O)Nc1ccc2c(c1)C(=O)N([C@H](C)CO)C[C@@H](C)[C@@H](CN(C)S(=O)(=O)c1ccccc1)OCCCC[C@@H](C)O2	-12	1	0	3	-4	0.1	-1[16.7 µM]	-3
C/C(=C\C(=O)Nc1cc(C)on1)c1ccccc1	/	/	-2	/	-27	/	-5	0
CC(C)CC#Cc1cnc2c(c1)C(=O)N([C@@H](C)CO)C[C@H](C)[C@@H](CN(C)S(=O)(=O)c1cccs1)O2	7	0	2	-5	-4	-0.4	22[16.7 µM]	1
COC(=O)N(C)C[C@H]1OCc2cnnn2CCCC(=O)N([C@H](C)CO)C[C@@H]1C	-15&-6	2	-1	-4	7	1.1	0[16.7 µM]	-3

Compound activity: PubChem BioAssay, Broad Institute
